SUMO1-SIM PPI = SUMO1-SIM interaction modulation. SUMO1 binding to a labelled peptide, TR-FRET, 1 h. inhibition, % at 20 µM. hit rate 0.33% among 360,000. AID 602429; in the data active means inhibition above about 37%
Target sequence (P63165 whole entry, looked up): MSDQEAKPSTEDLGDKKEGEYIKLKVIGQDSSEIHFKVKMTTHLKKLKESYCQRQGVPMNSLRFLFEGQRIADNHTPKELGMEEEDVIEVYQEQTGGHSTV
NRP1-CendR mod = modulators of CendR peptide binding to human neuropilin-1 | O14786 | inhibition, % at 25 µM | hit rate 0.85% among 360,000 | FAM-RPARPAR peptide binding to NRP-1, fluorescence polarization;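 active means inhibition or corrected inhibition above about 18%, plus a signal ratio from 0.5 to 1.5, limit read from the data, passing the limit was not always enough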; further: strong numbers were not always called active
SKN-1 inh = C. elegans SKN-1 inhibition | C. elegans VP596 Pgst-4::GFP/RFP ratio, acrylamide-induced, 24 h | inhibition, % at 21.8 µM | hit rate 0.49% among 360,000 | AID 624304;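 active means interference check ratio from 0.5 to 1.5 plus GFP to RFP signal ratio inhibition reaching or exceeding a fixed threshold, cut at about 30% in these data, passing the limit was not always enough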; further: some compounds called inactive have numbers as strong as hits
Rpn11 block = Rpn11 (human) deubiquitinase inhibition; O00487; human 26S proteasome, Ub4-pepOG fluorescence polarization; 20S core pre-blocked with epoxomicin; calls only at 20 µM; hit rate 0.59% among 360,000; AID 588493;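 active means inhibition at 20 µM, scaled to each plate's controls, above about 33%, limit read from the data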
Scp-1 inhibitor = blocks human Scp-1 phosphatase activity | Recombinant Scp1, phosphopeptide, malachite green phosphate absorbance | AID 493091 | hit rate 0.88% among 340,000 | Q9GZU7 | inhibition, % at 20 µM;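 active means inhibition above about 50% at 20 µM, limit read from the data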;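 further: plate controls were DMSO wells with enzyme for no effect and wells lacking enzyme for full effect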
Target sequence (Q9GZU7 76-261 limits assumed): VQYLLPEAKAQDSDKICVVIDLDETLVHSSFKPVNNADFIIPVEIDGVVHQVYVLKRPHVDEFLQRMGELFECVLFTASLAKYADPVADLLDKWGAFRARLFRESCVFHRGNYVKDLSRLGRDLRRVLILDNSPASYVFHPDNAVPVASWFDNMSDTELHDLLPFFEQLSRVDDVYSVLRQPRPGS
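Assay system: SCP-1 catalytic fragment, aa 76-261 | Buffer or medium: Tris acetate buffer pH 5.5 with MgCl2 and Tween-20 | Compound: One concentration, 20 µM, with 1.0% DMSO | Also added: Phospho 17-mer peptide substrate | Signal: Absorbance at 630 nm | Incubation: 45 min enzyme reaction at room temperature | Measure: % inhibition of SCP-1 phosphate liberation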
LMPTP block = LMPTP (human) inhibition; P24666; recombinant LMPTP-A, OMFP fluorogenic substrate, fluorescence intensity; inhibition, % at 20 µM; hit rate 0.22% among 360,000;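 active means compounds that cut the enzyme signal by at least half of the control window in the single-dose screen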;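 further: plate controls were DMSO wells with enzyme plus substrate for no effect and substrate without enzyme for full effect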
Target sequence (P24666 whole entry, looked up): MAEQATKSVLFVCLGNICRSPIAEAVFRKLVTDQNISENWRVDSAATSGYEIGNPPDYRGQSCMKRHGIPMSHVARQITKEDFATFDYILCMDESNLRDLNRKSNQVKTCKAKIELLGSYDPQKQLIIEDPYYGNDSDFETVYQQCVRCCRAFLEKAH
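Test system – LMPTP-A enzyme · Amount – LMPTP-A at 0.625 nM final in the reaction · Buffer or medium – Bis-Tris pH 6.0, DTT, detergent · Reagent – OMFP 400 µM · Doses – single 20 µM dose · Schedule – reaction 50 min, room temperature, dark · Detection – fluorescence intensity of OMFP turnover product · Evaluation – percent inhibition versus substrate-only and uninhibited controls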
NadD inh = inhibitors of Staphylococcus aureus NadD | purified NadD enzyme, colorimetric absorbance read-out | inhibition, % at 20 µM | hit rate 0.78% among 360,000 | AID 602399; in the data active means inhibition above about 26%; further: some compounds past the cut are filed as inactive
MT1-MMP act inh = blocks activation of human MT1-MMP. P50281. HT1080 RFP-PRO-GFP cells, GFP/RFP ratio fluorescence, overnight; percent of plate control window, DMSO zero. GFP/RFP ratio change, % at 20 µM. hit rate 0.061% among 360,000;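 active means GFP/RFP ratio change of at least 30% with cell ATP level not reduced by more than half and red fluorescence within 50% of control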; further: strong numbers were not always called active
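Compound: 20 µM single dose, 1% DMSO / System: HT1080 RFP-PRO-GFP cells / Controls: DMSO and RFP-L50D-GFP cell wells / Read-out basis: GFP/RFP fluorescence ratio / Schedule: overnight compound exposure at 37 °C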
STEP inh = inhibitors of human striatal-enriched phosphatase STEP. inhibition, % at 20 µM. hit rate 0.25% among 360,000. AID 588621. recombinant STEP, OMFP fluorogenic substrate, fluorescence;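 active means inhibition at 20 µM, scaled per plate between control wells, above about 37%, limit read from the data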;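 further: 0% = DMSO with enzyme and substrate and 100% = substrate only without enzyme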
Target sequence (P54829 whole entry, looked up): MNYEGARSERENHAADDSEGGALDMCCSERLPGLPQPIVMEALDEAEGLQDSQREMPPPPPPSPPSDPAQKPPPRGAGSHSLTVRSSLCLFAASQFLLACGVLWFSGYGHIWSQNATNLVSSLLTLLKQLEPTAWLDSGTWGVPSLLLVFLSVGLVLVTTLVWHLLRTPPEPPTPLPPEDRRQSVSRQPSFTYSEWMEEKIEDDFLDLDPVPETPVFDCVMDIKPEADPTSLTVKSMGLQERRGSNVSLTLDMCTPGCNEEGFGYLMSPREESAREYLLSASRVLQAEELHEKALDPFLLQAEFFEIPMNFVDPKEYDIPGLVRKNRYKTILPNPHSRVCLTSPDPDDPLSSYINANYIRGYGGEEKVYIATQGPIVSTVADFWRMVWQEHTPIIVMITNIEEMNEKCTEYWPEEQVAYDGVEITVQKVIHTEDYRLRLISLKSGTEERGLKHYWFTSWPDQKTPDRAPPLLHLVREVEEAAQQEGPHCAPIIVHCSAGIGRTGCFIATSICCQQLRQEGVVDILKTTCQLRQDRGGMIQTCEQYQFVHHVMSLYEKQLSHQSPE
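System: STEP (striatal-enriched tyrosine phosphatase) enzyme, cell-free; medium: Bis-Tris pH 6.0 buffer with DTT, detergent; dosing: 20 µM, 1% DMSO; times: reaction 20 min, ambient temperature; detection: fluorescence, 480/540 nm; read-out basis: normalized % inhibition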
DNMT1 inh = inhibitors of human DNMT1; DNMT1 molecular beacon, Hinp1I cleavage, fluorescence; inhibition (reported as % activation of signal), % at 10 µM; hit rate 0.83% among 360,000; AID 588458; in the data active means inhibition above about 50%
* hit, by the source's call; i = inactive; / = no result given; + = active, no number.

no.	smiles	SUMO1-SIM PPI	NRP1-CendR mod	SKN-1 inh	Rpn11 block	Scp-1 inhibitor
1	COc1ccc(S(=O)(=O)N2CCCC2)cc1C(=O)N1CCOCC1	-4	11	11	i	-4
2	Cc1cc(NC(=O)CSCC(=O)OC(C)C(=O)N(C)Cc2ccccc2)no1 (stereo not given)	6	2	9	i	-7
3	OC(c1ccc(F)cc1)c1nc(-c2ccc(Cl)cc2)cs1 (stereo not given)	6	5	-6	i	/
4	O=C(CN1C(=O)S/C(=C/c2cccs2)C1=O)N1CCOCC1	-23	3	2	i	1
5	O=C(CCc1nnc(Cc2ccc3c(c2)OCO3)o1)N(CC1CCC1)CC1CCCO1 (stereo not given)	2	10	-13	i	-1
6	O=C(CCCN1C(=O)/C(=C/c2ccco2)SC1=S)Nc1cccc(C(=O)O)c1	50*	-122	4	+	51*
7	Cc1ccc(-c2nnc(N(C)C(=O)c3ccncc3)s2)cn1	-2	-3	3	i	-4
8	Cc1ccc2c(c1)N(CC(=O)NCCCN1CCCCC1C)C(=O)c1cccnc1O2 (stereo not given)	-10	2	6	i	-6
9	COc1ccc(S(=O)(=O)N2CCN(C(=O)C3CC3)CC2)cc1Br	-2	5	-1	i	-2
10	[O-][N+](=C(c1ccccc1)c1ccccc1)c1ccccc1	-1	4	-11	i	-8
11	FC(F)(F)c1cccc(/C=N/NC(=S)NC2CCCCC2)c1	5	-6	7	i	-11
12	COc1cc(Cl)c(C)cc1NC(=S)NN	-4	-9	3	i	6
13	COCCN(CC(=O)Nc1cccc(C)c1C)C(=O)c1cc(S(=O)(=O)N2CCCC2)ccc1C	0	10	21	i	2
14	Cc1ccnc(N2CCCC(C(=O)Nc3nnc(C)s3)C2)n1 (stereo not given)	13	1	31	i	-8
15	COc1ccccc1-c1nnc(SCC(=O)NNC(=O)c2ccccc2F)n1C	5	6	11	i	-8

no.	LMPTP block	NadD inh	MT1-MMP act inh	STEP inh	DNMT1 inh
1	-0.2	-5	3	-1	5
2	-0.5	-5	3	-2	1
3	2.7	-7	6	0	-2
4	1.0	-3	5	-3	1
5	-0.9	-8	-1	2	5
6	5.6	-5	10	18	86*
7	0.1	1	-1	-3	-2
8	-5.5	-3	0	0	1
9	-0.5	4	7	0	-1
10	0.9	1	0	-3	1
11	3.3	-4	-3	3	4
12	-0.6	1	1	3	-2
13	-0.1	2	-1	2	3
14	0.3	-3	3	1	-2
15	-0.6	-1	-2	-3	2

Complete entries from above.
`[O-][N+](=C(c1ccccc1)c1ccccc1)c1ccccc1` as listed: SUMO1-SIM PPI = -1; NRP1-CendR mod = 4; SKN-1 inh = -11; Rpn11 block = i; Scp-1 inhibitor = -8; LMPTP block = 0.9; NadD inh = 1; MT1-MMP act inh = 0; STEP inh = -3; DNMT1 inh = 1
`O=C(CCc1nnc(Cc2ccc3c(c2)OCO3)o1)N(CC1CCC1)CC1CCCO1` (stereo not given) as listed: SUMO1-SIM PPI = 2; NRP1-CendR mod = 10; SKN-1 inh = -13; Rpn11 block = i; Scp-1 inhibitor = -1; LMPTP block = -0.9; NadD inh = -8; MT1-MMP act inh = -1; STEP inh = 2; DNMT1 inh = 5

Ordered by length of the SMILES (ascending): part of the list above.
no.	smiles	SUMO1-SIM PPI	NRP1-CendR mod	SKN-1 inh	Rpn11 block	Scp-1 inhibitor
3	OC(c1ccc(F)cc1)c1nc(-c2ccc(Cl)cc2)cs1 (stereo not given)	6	5	-6	i	/
4	O=C(CN1C(=O)S/C(=C/c2cccs2)C1=O)N1CCOCC1	-23	3	2	i	1
5	O=C(CCc1nnc(Cc2ccc3c(c2)OCO3)o1)N(CC1CCC1)CC1CCCO1 (stereo not given)	2	10	-13	i	-1
13	COCCN(CC(=O)Nc1cccc(C)c1C)C(=O)c1cc(S(=O)(=O)N2CCCC2)ccc1C	0	10	21	i	2

no.	LMPTP block	NadD inh	MT1-MMP act inh	STEP inh	DNMT1 inh
3	2.7	-7	6	0	-2
4	1.0	-3	5	-3	1
5	-0.9	-8	-1	2	5
13	-0.1	2	-1	2	3

Next section:
no.	smiles	SUMO1-SIM PPI	NRP1-CendR mod	SKN-1 inh	Rpn11 block	Scp-1 inhibitor
16	Cc1cc(C(=O)CSc2nc3ccccc3n2CCC#N)c(C)n1Cc1cccs1	-2	-21	15	i	-5
17	CCOc1cc(C(c2c(C)[nH][nH]c2=O)c2c(C)[nH][nH]c2=O)ccc1OC(=O)c1cccc([N+](=O)[O-])c1	-19	10	12	i	-8
18	CCCN1C2CCCC1CC(NC(=O)NC1CCCCC1)C2 (stereo not given)	-2	10	2	i	5
19	O=C(COc1ccccc1)Nc1ccc(-c2nnc(-c3ccco3)o2)cc1	30	-26	19	i	1
20	CN1C(C(=O)Nc2cccc(O)c2)=CC(c2cccs2)=NS1(=O)=O	-32	8	-6	i	-15
21	CCOC(=O)c1c(C)n(C)c2ccc(O)c(S(=O)(=O)c3ccccc3)c12	3	2	9	i	1
22	NNC(=O)c1ccc(Cn2cccn2)o1	-2	7	-3	i	-7
23	Cc1ccc(C(=O)NCc2ccco2)cc1Br	-3	-4	13	i	-5
24	CCC(=O)N1CCc2cc(S(=O)(=O)NC(CC(C)C)C(=O)N3CCc4ccccc43)ccc21 (stereo not given)	0	3	-9	i	17
25	CN(C)C(=O)CCc1ccc2c3c([nH]c2c1)[C@]1(C)[C@@H](C(=O)N2CCCCC2)C[C@H](CC(=O)NCc2ccco2)C(=O)N1CC3	5	-10	-9	i	1
26	CC1=CC2=NC(=O)CC(C)(C(=O)N(CC(=O)NC(C)(C)C)Cc3cccs3)N2C=C1 (stereo not given)	1	3	-1	i	-2
27	Cc1ccc(NC(=O)CSc2nc3ccccc3nc2N2CCOCC2)c(C)c1	-11	-22	-8	i	-7
28	CCOC(=O)COc1cccc2c(=O)n(CC(N)=O)ccc12	-3	-14	-3	i	-1
29	CCOC(=O)c1cc(-c2ccc3c(c2)OCCO3)n[nH]1	-2	-4	-4	i	3
30	O=C(CNc1cccc2ccccc12)N/N=C/c1ccc([N+](=O)[O-])o1	-16	18	9	i	4

no.	LMPTP block	NadD inh	MT1-MMP act inh	STEP inh	DNMT1 inh
16	3.8	12	-2	2	-3
17	3.1	13	-2	-1	-28
18	-1.0	-1	4	-1	1
19	0.5	0	6	0	-1
20	0.0	-4	3	-1	-6
21	0.0	2	-3	-9	-3
22	-1.0	0	-1	2	-2
23	-1.1	-2	-4	-1	0
24	-1.0	0	0	-2	1
25	-0.9	2	1	-2	9
26	0.7	3	/	-4	0
27	-0.6	-5	-6	-1	-4
28	0.2	2	4	-1	1
29	-0.8	-2	4	-1	10
30	1.4	9	-7	3	-28

Following part.
no.	smiles	SUMO1-SIM PPI	NRP1-CendR mod	SKN-1 inh	Rpn11 block	Scp-1 inhibitor
31	COc1cccc(Oc2cn[nH]c2-c2ccc(OCC(=O)NN)cc2O)c1	16	-2	-8	i	-10
32	COc1ccccc1OCCn1cc(/C=C(\C#N)C(=O)NCc2ccco2)c2ccccc21	-6	-5	-4	i	-5
33	O=C(NCCNc1nccc(C(F)(F)F)n1)c1cccc(C(F)(F)F)c1	3	-4	-12	i	-9
34	c1ccc(COc2cccc(-c3cc4nc(NCc5cccs5)ccn4n3)c2)cc1	1	-16	9	i	/
35	COc1ccc(OC)c(C(=O)c2coc3ccc(OC)cc23)c1	-6	3	24	i	-9
36	CC(C)(C)OC(=O)NC(Cc1ccccc1)C(=O)O (stereo not given)	0	11	-6	i	-4
37	CN(C)Cc1ccccc1-c1cccc2nccn12	-25	24	10	i	/
38	COc1ccc(NC(=S)N2CCN(C(=O)c3ccccc3)CC2)cc1	-1	12	-7	i	-4
39	CC(=O)c1ccc(N2CCN(C(=O)COc3ccc4c(c3)CCC4)CC2)cc1	7	-1	-2	i	22
40	Cc1cccc(NC(=O)CSCc2cc(=O)n3nc(C4CC4)sc3n2)c1	22	6	-4	i	-5
41	COc1ccc(C2=NN(C(=O)CCC(=O)O)C(c3ccc(OC)c(OC)c3)C2)cc1 (stereo not given)	-3	-5	-13	i	0
42	Cc1ccc(C)c(NC(=O)CN(C)S(=O)(=O)c2cccc3cccnc23)c1	3	2	-3	i	1
43	CCOC(=O)c1ccccc1-c1csc(N)n1	0	7	-6	i	4
44	COc1ccc(NC(=O)C(=O)NCC(c2ccco2)N2CCc3ccccc3C2)cc1 (stereo not given)	7	-11	-3	i	4
45	CCCCN(CCCC)Cc1ccc(C(=O)NN)o1	-1	17	1	i	-4

no.	LMPTP block	NadD inh	MT1-MMP act inh	STEP inh	DNMT1 inh
31	0.9	5	11	1	-10
32	2.2	-2	6	-1	0
33	0.9	-2	2	-1	6
34	5.1	4	8	0	-35
35	-0.7	-5	4	0	-2
36	-1.1	2	-5	-2	0
37	4.7	3	-8	-1	-1
38	-0.3	1	-1	2	1
39	2.2	7	-6	8	13
40	-1.6	6	-2	-1	-4
41	-1.4	-1	4	1	0
42	-1.1	-7	-3	3	2
43	0.5	-1	8	1	3
44	1.1	7	-4	-3	-4
45	-0.6	0	0	-3	8

The listing continues.
no.	smiles	SUMO1-SIM PPI	NRP1-CendR mod	SKN-1 inh	Rpn11 block	Scp-1 inhibitor
46	CN(C)/C(CN1CCOCC1)=C1\N=C(c2ccccc2)OC1=O	-7	-2	-9	i	-3
47	O=C(O)CC/C(=N/NC(=O)c1cn(-c2ccccc2)nc1-c1ccccc1)C(=O)O	3	-2	7	i	-1
48	Cc1cc(Br)ccc1NC(=O)CN(C)C(=O)COc1cccc2c1OC(C)(C)C2	-49	-6	-20	i	-8
49	O=S(=O)(NC1CC2CCC1C2)c1ccc2c(c1)OCCO2 (stereo not given)	-2	4	15	i	-5
50	CC(C)CNC(=O)CSc1nnc2ccccn12	2	-9	-4	i	-7
51	O=C1C2CC=CCC2C(=O)N1n1cnnc1 (stereo not given)	-1	7	5	i	-10
52	COc1cccc(CN2CCC(C(=O)Nc3ccc(-c4cccc(C)c4)cc3)CC2)c1O	3	4	9	i	0
53	CCCSc1nnc(Cn2c(=O)sc3ccccc32)n1C	9	-7	-8	i	33
54	CS(=O)(=O)N1CCN(C(=O)Cc2ccccc2)CC1	-1	10	-3	i	-4

no.	LMPTP block	NadD inh	MT1-MMP act inh	STEP inh	DNMT1 inh
46	-1.1	-5	-9	-2	6
47	0.1	14	5	2	-4
48	-7.6	8	6	2	-7
49	-1.3	0	3	-2	-1
50	-1.5	-4	-1	-4	1
51	0.7	-1	4	-4	-1
52	0.5	10	10	1	-12
53	8.7	-2	-1	3	1
54	-3.2	3	3	1	0

Screening data: PubChem, Sanford-Burnham Center for Chemical Genomics
